Bioassay records as filed in PubChem.
HePTP inhibitor – inhibitors of human HePTP phosphatase; 0.64% of 110,000 active; P35236; inhibition, % at 20 µM; AID 521; recombinant HePTP phosphatase activity, OD absorbance; in the data active = inhibition above about 50%;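 note: plate controls were vehicle for no effect and reference inhibitor for full effect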
Target sequence (P35236 whole entry, looked up): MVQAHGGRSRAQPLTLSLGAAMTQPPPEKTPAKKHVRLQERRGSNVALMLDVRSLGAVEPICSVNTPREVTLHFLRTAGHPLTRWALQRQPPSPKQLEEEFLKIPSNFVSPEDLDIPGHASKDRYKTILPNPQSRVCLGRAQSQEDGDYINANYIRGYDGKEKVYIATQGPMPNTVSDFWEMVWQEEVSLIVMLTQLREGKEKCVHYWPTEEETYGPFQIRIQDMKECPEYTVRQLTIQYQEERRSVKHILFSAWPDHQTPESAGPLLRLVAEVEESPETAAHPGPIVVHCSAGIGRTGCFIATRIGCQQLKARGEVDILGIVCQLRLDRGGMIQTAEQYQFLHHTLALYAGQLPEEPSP
BAP1 inh – human BAP1 deubiquitinase inhibition | Q92560 | recombinant BAP1, Ub-AMC hydrolysis fluorescence kinetic; stronger effect = lower value | activity remaining (% of control), % at 20 µM | 0.48% of 72,000 active | AID 436;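 active = activity remaining at or below 50% of control, provided the compound also passes the data quality filters; inactive = the rest, including low values that fail the filters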;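 note: 100% = DMSO wells rate and 0% = substrate alone blank rate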
Target sequence (Q92560 whole entry, looked up): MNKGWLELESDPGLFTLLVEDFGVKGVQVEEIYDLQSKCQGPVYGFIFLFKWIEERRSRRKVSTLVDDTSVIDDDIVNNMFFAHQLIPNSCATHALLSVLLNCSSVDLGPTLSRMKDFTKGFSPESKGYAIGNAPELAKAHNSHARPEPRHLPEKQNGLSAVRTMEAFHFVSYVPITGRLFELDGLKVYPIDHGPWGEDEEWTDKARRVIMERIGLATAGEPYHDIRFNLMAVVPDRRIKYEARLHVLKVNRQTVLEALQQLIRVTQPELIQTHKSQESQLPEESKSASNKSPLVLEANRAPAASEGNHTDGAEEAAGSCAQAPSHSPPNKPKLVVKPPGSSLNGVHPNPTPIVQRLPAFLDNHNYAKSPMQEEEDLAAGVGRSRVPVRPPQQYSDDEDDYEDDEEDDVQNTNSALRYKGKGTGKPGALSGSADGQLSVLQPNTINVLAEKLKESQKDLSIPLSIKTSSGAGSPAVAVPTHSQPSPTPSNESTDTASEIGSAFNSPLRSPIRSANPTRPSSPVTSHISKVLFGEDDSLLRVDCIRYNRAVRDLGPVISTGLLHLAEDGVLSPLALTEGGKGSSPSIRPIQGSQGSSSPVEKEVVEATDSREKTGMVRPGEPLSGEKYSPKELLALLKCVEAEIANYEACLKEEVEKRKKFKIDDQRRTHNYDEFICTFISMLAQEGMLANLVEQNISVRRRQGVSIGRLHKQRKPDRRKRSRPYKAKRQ
An asterisk follows results filed as active; x = no result given.

Preview (5 entries):
SMILES	HePTP inhibitor	BAP1 inh
CC(C)(O)C#CC(O)c1ccccc1F (configuration not stated)	-2.8	x
COC(=O)c1ccc(N2C(=O)C3C4C=CC(C4=C(c4ccccc4)c4ccccc4)C3C2=O)cc1 (configuration not stated)	-1.9	x
Cn1c(=O)oc2cc(S(=O)(=O)N3CCC(N4CCCCC4)CC3)ccc21	-11.4	103.4
CCc1nc2ccccc2n(CCOCCOCCn2c(=O)c(CC)nc3ccccc32)c1=O	1.9	87.8
CC(C)C(=O)Nc1nc2c(ncn2C2CC(O)C(CO)O2)c(=O)[nH]1 (configuration not stated)	6.8	84.3

Main list, from the start:
SMILES	HePTP inhibitor	BAP1 inh
CC(C)(O)C#CC(O)c1ccccc1F (configuration not stated)	-2.8	x
COC(=O)c1ccc(N2C(=O)C3C4C=CC(C4=C(c4ccccc4)c4ccccc4)C3C2=O)cc1 (configuration not stated)	-1.9	x
Cn1c(=O)oc2cc(S(=O)(=O)N3CCC(N4CCCCC4)CC3)ccc21	-11.4	103.4
CCc1nc2ccccc2n(CCOCCOCCn2c(=O)c(CC)nc3ccccc32)c1=O	1.9	87.8
CC(C)C(=O)Nc1nc2c(ncn2C2CC(O)C(CO)O2)c(=O)[nH]1 (configuration not stated)	6.8	84.3
Cc1ccc2nc(SCC(=O)c3ccc(Cl)cc3)[nH]c2c1	x	56.5
Cc1nc2ccccc2nc1OCC(=O)N1CCN(c2ccccc2)CC1	3.9	75.0
CCC(NC(=O)Nc1ncccc1C)(C(F)(F)F)C(F)(F)F	10.7	x
CCN(CC)CCCNC(=O)Cn1nc([N+](=O)[O-])c(Br)c1C	x	93.8
Fc1ccc(-c2nc3n(n2)Cc2ccccc2-3)cc1	6.9	191.2
CC(=O)NC(NC(=S)Nc1cccc(Cl)c1)C(Cl)(Cl)Cl (configuration not stated)	-15.2	x
CCOC(=O)c1c(-c2ccccc2)oc2cc(Br)c(OC(=O)CC)cc12	4.2	x
CC(=O)c1ccc(NC(=S)NC(NC(=O)c2ccc(C)cc2)C(Cl)(Cl)Cl)cc1 (configuration not stated)	-1.9	x
O=C1C(=Cc2cc([N+](=O)[O-])ccc2O)C(=O)c2ccccc21	6.8	x
Cc1ccc(C(O)(CN(Cc2ccccc2)C(=O)c2ccccc2)c2ccccc2)cc1 (configuration not stated)	3.2	x
CC1=C(C(=O)OCc2ccccc2)C(c2ccc(F)c(F)c2)C2=C(CC(C)(C)CC2=O)N1 (configuration not stated)	-4.0	x
Cc1nc2ccccn2c1/C(O)=C1\C(=O)C(=O)N(CCN2CCOCC2)C1c1cccnc1 (configuration not stated)	3.0	82.5
Cc1cc(C)nc(SCC(=O)Nc2nccs2)n1	x	65.6
C(=N\Nc1nnc2c(n1)[nH]c1ccccc12)/c1c[nH]c2ccccc12	1.4	x
COCc1nnc(NC(=O)CSc2ccccc2)s1	9.6	60.9
O=C1NCc2ccccc2-c2ccccc21	6.8	x
CCOC(=O)C1CCCN(c2c(NCCCN(C)c3ccccc3)c(=O)c2=O)C1 (configuration not stated)	-7.2	95.8
O=C(Nc1sc2c(c1C(=O)N1CCCCC1)CCCC2)c1ccccc1	x	178.4
Cc1cc(C)c(S(=O)(=O)NCCN2CCOCC2)c(C)c1	-12.4	x
C=CCN1C(=O)/C(=C\c2cn(C)c3ccccc23)SC1=S	-3.9	x
CC(C)n1c(SCC(=O)N2c3ccccc3Sc3ccccc32)nc2c1c(=O)n(C)c(=O)n2C	6.3	66.5
Cc1csc(NC(=O)c2cccc(S(=O)(=O)N3CCCCC3)c2)n1	-25.0	70.1
Cc1cc2ccccc2n1CCNC(=O)c1ccc(S(=O)(=O)N2CCOCC2)cc1	4.7	104.8
CCc1ccc(S(=O)(=O)Nc2cc(Br)c(O)c3ccccc23)cc1	1.6	x
N#C/C(=C\c1ccc(O)c(O)c1)C(=O)NCCCNC(=O)/C(C#N)=C/c1ccc(O)c(O)c1	x	85.3
Cc1ccc(SCCC(=O)N2CCC(C(N)=O)CC2)cc1	6.8	94.9
CCOC(=O)c1cocc1C(=O)Nc1ccccc1C(=O)O	-2.5	x
Cc1ccc(S(=O)(=O)NCCCC(=O)C=[N+]=[N-])cc1	-1.7	95.6
CC(=O)CC(=O)Nc1cccc(Br)c1	-7.1	x
O=C(NCCCNC(=O)c1cccc(F)c1)c1cccc(F)c1	6.6	x
O=C(c1ccccc1)N1CCN(c2ccc([N+](=O)[O-])cc2F)CC1	x	64.8
Cc1ccccc1NC(=O)c1cc(S(=O)(=O)N2CCOCC2)ccc1F	-2.9	123.3
CS(=O)(=O)N(CC(=O)NCc1cccnc1)Cc1ccc(Cl)cc1	-9.3	92.3
O=C(NCCCc1ccccc1)C1(c2ccccc2)CCCC1	-19.6	x
CN(C)CCCNC(=O)c1ccc2sc3cc(=O)c(N)cc-3nc2c1	6.4	x
S=C(Nc1ccccc1)Nc1ccc(Cl)cc1	7.5	x
O=C1c2sc3nc4c(c(=O)n3c2C(=O)N1c1ccccc1)CCC4	11.4	103.5
Cc1ccc(N2C(=O)NC(=O)/C(=C/c3cccc(C(F)(F)F)c3)C2=O)cc1	4.1	x
CC1(C)CC2(C=CC(=O)C=C2)C(SCc2ccccc2)=N1	-1.3	x
CCCC(=O)c1c(NC)cc(C)oc1=O	4.4	90.1
OCCNCCCCCOc1ccc(F)cc1	1.4	102.0
c1ccc(Cn2nnnc2C(c2cccnc2)N2CCN(c3ccccc3)CC2)cc1 (configuration not stated)	-0.4	103.3
CCOc1ccc(C(=O)Nc2cccc(-c3nc4cc(CC)ccc4o3)c2)cc1[N+](=O)[O-]	-2.1	x
Cc1ccc(OCC(=O)Nc2cccnc2)cc1C	-10.6	x
O=C(COc1ccc([N+](=O)[O-])cc1)Nc1ccccn1	-14.4	x
COc1ccc(OC)c(NS(=O)(=O)c2cccc([N+](=O)[O-])c2)c1	2.6	x
COc1ccc2oc(-c3ccc(Cl)cc3)cc(=O)c2c1	7.8	x
COc1ccc(-c2nnc(NC(=O)c3ccc(Cl)cc3)s2)cc1	4.1	x
O=C(NC(=S)Nc1cccc2ccccc12)c1cc2ccccc2oc1=O	5.6	x
Cc1cc(C)c2oc(-c3ccc(NC(=O)Cc4ccccc4)cc3O)nc2c1	14.8	x
c1ccc(OCc2nn3c(-c4n[nH]c5c4CCC5)nnc3s2)cc1	0.5	x
O=C(O)c1ccc(-c2c(Cl)cc([N+](=O)[O-])cc2Cl)o1	-11.6	x
O=[N+]([O-])c1ccc(/C=N\Nc2ccccc2[N+](=O)[O-])o1	-7.7	x
CN(C)c1ccc(-c2nn3c(-c4cccnc4)nnc3s2)cc1	-6.2	x
Cc1cc(C)c2nc(N3CCC(C(=O)N4CCN(c5ncccn5)CC4)CC3)sc2c1	8.2	97.8

An excerpt of these results, with two lines to a compound.
Every second line gives: HePTP inhibitor, BAP1 inh
Cc1ccc(N2C(=O)NC(=O)/C(=C/c3cccc(C(F)(F)F)c3)C2=O)cc1
→ 4.1, x
CC1(C)CC2(C=CC(=O)C=C2)C(SCc2ccccc2)=N1
→ -1.3, x
CCCC(=O)c1c(NC)cc(C)oc1=O
→ 4.4, 90.1
OCCNCCCCCOc1ccc(F)cc1
→ 1.4, 102.0
c1ccc(Cn2nnnc2C(c2cccnc2)N2CCN(c3ccccc3)CC2)cc1 (configuration not stated)
→ -0.4, 103.3

(list continues)
SMILES	HePTP inhibitor	BAP1 inh
Cc1ccc(OCCOCCn2ccnc2)c(Br)c1	12.6	120.0
CCc1cc2c(-c3ccccc3)cc(=O)oc2cc1OC(C)=O	-12.4	x
COC(=O)c1cc(OC)c(OC)cc1NC(=O)c1c(C)noc1C	2.9	77.3
COc1ccc(NC(=O)c2ccc(S(=O)(=O)N3CCOCC3)cc2)c(OC)c1	7.3	101.2
COC(=O)c1cn(C(C)C(=O)NCc2ccco2)c2ccccc12 (configuration not stated)	-1.3	x
Cc1ccc(C(=O)Nc2nc(-c3ccc4c(c3)Cc3ccccc3-4)cs2)cc1	-7.9	x
Cc1cc(C)nc(N2CCCC(C(=O)NCCc3ccccc3F)C2)n1 (configuration not stated)	15.1	126.9
O=C(c1cc2c(=O)oc3ccccc3c2s1)N1CCN(c2ccccn2)CC1	11.8	x
CN1C(=O)C(=Cc2cccc(Br)c2)C(=O)N(C)C1=O	-15.4	x
CC(C)N1C(=O)/C(=C\c2ccco2)SC1=S	-6.0	x
CS(=O)(=O)N1CCN(CC2CC3C=CC2C3)CC1 (configuration not stated)	10.5	106.6
Cc1cc(C)n2cc(CSC3=NCCS3)nc2n1	5.6	341.4
CCC(=O)N1CCN(C(=O)CC)C1c1ccccc1	-5.4	100.8
Cc1ccc(Nc2nc(N)nc(CN3CCN(c4ccccc4F)CC3)n2)cc1	2.6	98.9
C=CCc1ccccc1OCC(O)CN(C(C)C)C(C)C (configuration not stated)	9.1	100.0
CC1(C)Cc2c(C#N)c(NCCN3CCOCC3)nc(-c3ccco3)c2CO1	7.8	157.5
CCOc1ccccc1NC(=O)c1c(NC(=O)C(C)(C)C)sc2c1CCCC2	-0.5	x
O=c1/c(=C/c2ccco2)sc2nc(-c3ccccc3Br)nn12	15.0	78.9
CCn1cc(C(=O)N2CCN(C(=O)c3ccco3)CC2)c2cc(OC)c(OC)cc2c1=O	5.3	105.0
COCCCNC(=O)c1ccc(Cl)c([N+](=O)[O-])c1	-7.8	x
Cn1c(=O)c2c(ncn2CC(O)CNc2ccc(Br)cc2)n(C)c1=O (configuration not stated)	-1.8	113.2
CCC(C)[C@H](NC(=O)Nc1cccc(OC)c1)C(=O)OC (some centres not stated)	6.0	93.9
CCOC(=O)c1ccccc1NC(=O)Cn1cnc2c(cnn2-c2ccc(OC)cc2)c1=O	12.7	107.9
CCOC(=O)c1sc(NC(=O)CN2CCCCC2)c(C(=O)OCC)c1C	7.9	x
C/C(=N\N1CCN(Cc2ccc(Cl)cc2)CC1)c1ccccc1O	0.6	x
CC(C)C12CN3CC(C(C)C)(CN(C1)C3c1ccc3c(c1)OCO3)C2=O (configuration not stated)	17.7	126.3
O=C(Nc1ccccc1N1CCN(c2ccccc2)CC1)c1cccc(F)c1	8.4	59.8
Cc1cccc(N2C(=O)NC(=O)/C(=C/c3ccc(Cl)c(Cl)c3)C2=O)c1	6.0	x
C1=CC2CC1CC2CN1CCN(Cc2cccnc2)CC1 (configuration not stated)	14.2	x
Cc1cccc(C(=O)NC2CCN(CC(=O)N3CCOCC3)CC2)c1	6.0	94.3
O=C1ON=C(c2ccccc2)/C1=C\c1cccc(O)c1	1.3	x
CC(=O)NC(CCS(C)(=O)=O)C(=O)Nc1cccc2ccccc12 (configuration not stated)	2.0	94.3
CN(N)c1nc(N2CCCCC2)nc(N2CCCCC2)n1	3.0	x
CC(C)Nc1nc(NC(C)C)nc(Oc2ccc(/C=N/O)cc2)n1	4.0	116.9
CCCCCOc1ccccc1C(=O)NCCCC(=O)O	8.3	91.2
O=C(NC1CCCCC1)C1CC2c3ccccc3C1c1ccccc12 (configuration not stated)	-12.7	x
COC(=O)C1=C(C)NC(C)=C(C(=O)OCCN(C)Cc2ccccc2)C1c1cccc([N+](=O)[O-])c1 (configuration not stated)	x	79.0
Cc1ccc(S(=O)(=O)NCC(=O)N(CC(=O)NCc2ccccc2)CC2CCCO2)cc1 (configuration not stated)	8.3	97.9
O=C(N/C(=C/c1cccc(Br)c1)c1nc2ccccc2[nH]1)c1ccccc1	11.0	x
Cc1ccc(S(=O)(=O)N2CCCCC2)cc1[N+](=O)[O-]	5.6	x
CCc1ccccc1N(CC)C(=O)c1cn(CC)c(=O)c2cc(OC)c(OC)cc12	-0.3	120.1
O=C(NCc1ccc2c(c1)OCO2)c1cccs1	0.4	68.1
CCOC(=O)CSc1nc2cc(C(=O)NCC3CCCO3)ccc2c(=O)n1Cc1ccco1 (configuration not stated)	-11.2	100.5
Cc1cc(OCC(=O)Nc2cc(-c3nc4ccccc4o3)ccc2C)ccc1Cl	5.6	x
CCC(=O)N1CCN(c2ccc(NC(=O)c3cc4ccccc4o3)cc2Cl)CC1	8.6	61.6
CCOc1ccc(NC(=O)CN(c2cccc(OC)c2)S(=O)(=O)c2ccccc2)cc1	-12.4	x
CCc1ccc(N2CC(C(=O)NC)CC2=O)cc1 (configuration not stated)	3.7	x
COc1ccc(N2CCN(CCNC(=O)CCS(=O)(=O)c3cccc4nsnc34)CC2)cc1	12.8	96.1
CCOc1ccc(NC(=O)C(=O)N/N=C/c2cccs2)cc1	17.5	x
COc1ccc(-c2nc3cc(NC(=O)c4ccc5c(c4)OCCO5)ccc3o2)cc1Br	-17.1	x
Cn1c(=O)[nH]c(=O)c2c1nc(N1CCCCCC1)n2CCSc1nc2ccccc2[nH]1	-5.2	90.4
O=C(Nc1ccc(Br)cc1)c1nn2c(c1Cl)NC(c1ccccc1)CC2C(F)(F)F (configuration not stated)	-0.8	x
CCCCC(=O)N(c1ccc(C)c(C)c1)C1C=CS(=O)(=O)C1 (configuration not stated)	7.0	102.3
CCn1c2ccccc2c2cc(NC(=O)Cc3ccc(Cl)cc3)ccc21	-7.3	x
Cc1nnc2n(Cc3ccccc3)c(=O)c3c4c(sc3n12)CN(Cc1ccccc1)CC4	8.9	131.0
CS(=O)(=O)N(CC(=O)N1CCOCC1)c1ccc(Cl)cc1	6.0	x
Cc1ccc(OCC(=O)O/N=C(\N)c2ccc(Cl)cc2)c(Br)c1	2.9	x
COc1cccc2cc(C(=O)Nc3sc4c(c3C#N)CCCC4)c(=O)oc12	2.1	x
CC(=O)N(CC1CCCO1)C1(C(=O)NC2CCCC2)CCCCC1 (configuration not stated)	4.3	109.7
CCOC(=O)c1c(C)oc2cc(Br)c(OCc3ccc([N+](=O)[O-])cc3)cc12	5.4	x
Other results:
SMILES	HePTP inhibitor	BAP1 inh
COc1cc(/C=N/NC(=O)c2cccnc2)cc2c1OCO2	8.7	x
COc1ccccc1OCc1ccc(C(=O)Nc2ccncc2)o1	3.4	66.3
N#C/C(=C1/CCCCCN1)c1nnc2n1CCCCC2	6.6	92.2
C/C(=N\NC(=O)c1cc(C(C)(C)C)[nH]n1)c1ccc(Br)cc1	1.5	x
COc1cccc(C2NC(=O)NC(C)=C2C(=O)OCCOc2ccccc2)c1OC (configuration not stated)	-2.3	x
O=C(CSc1nc2ccc([N+](=O)[O-])cc2s1)NC(c1ccccc1)c1ccccc1	-17.7	x
COc1cc(Cl)c(C)cc1NC(=O)CSC	12.5	50.9
